Assay outcomes as filed in PubChem BioAssay.
DAX1 inh-1 – blocks DAX1 repression of SF-1 activated StAR promoter | HEK293T StAR-luciferase reporter, SF-1/DAX-1 repression relief | inhibition, % at 6.8 µM | 1.1% of 370,000 active | AID 652010;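 active = inhibition above the mean over all tested compounds plus 3 SD, cut at about 3.6% in these data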;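 note: 0% = DAX-1 cells with DMSO and 100% = cells lacking DAX-1 with DMSO; higher inhibition means more luminescence from relief of DAX-1 repression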
GC-B act – GC-B (human) receptor activation. P20594. HEK293-GC-B cells, CNP EC30, cGMP TR-FRET; 0% at EC30 CNP, 100% saturating CNP. activation, % at 10 µM. 0.11% of 370,000 active. AID 1920062;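 active = activation at 10 µM reaching about 35% in either raw or pattern-adjusted values, limit read from the data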
GAA850 FXN act – increases GAA850 frataxin promoter reporter activity | 0.56% of 360,000 active | HEK293 lucGAA850 FXN promoter luciferase reporter, 24 h; percent of 10 µM SAHA response | AID 540364 | activation, % at 6 µM;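 active = activation above the average of all compounds screened plus 3 SD, cutoff fixed separately per campaign, cut at about 7.5% in these data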;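 note: 0% = DMSO wells and 100% = 10 µM SAHA wells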
SMARCA2 activ – activators of SMARCA2 function; MG213 cells, MMTV-luciferase reporter, dexamethasone, overnight; activation, % at 9.1 µM; 1% of 370,000 active; in the data active = activation above about 7.8%;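 note: 0% = vehicle wells and 100% = reference activator wells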
hcDAF12 agonist – activators of H. contortus DAF-12 nuclear receptor | HEK293 hcDAF-12 lit1-tk-luc reporter, luminescence; 0% DMSO, 100% Δ7-dafachronic acid | AID 652067 | activation, % at 6.8 µM | 1.4% of 370,000 active;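 active = activation above the mean of all tested compounds plus 3 SD, cut at about 5.5% in these data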;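 note: 100% = response to 3 µM Δ7-dafachronic acid high control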
hgDAF12 agonist – activates the H. glycines DAF-12 receptor ligand-binding domain; HEK293 GAL4-hgDAF12 UAS-luciferase reporter, agonist luminescence; normalized to butyrate control; activation, % at 6.8 µM; 1.8% of 370,000 active; AID 687014;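 active = activation above a cutoff set at the mean of all screened compounds plus 3 SD, cut at about 10% in these data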;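 note: 0% = DMSO wells and 100% = sodium butyrate wells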
ssDAF12 agonist – activates DAF-12 receptor from parasite S. stercoralis; HEK293 ssDAF-12/GRIP1 lit1-tk-luc reporter, luminescence; % of 3 µM dafachronic acid response; activation, % at 6.8 µM; 1% of 370,000 active; AID 652126;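 active = activation above the mean over all tested compounds plus 3 SD, cut at about 0.9% in these data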;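 note: 0% = DMSO-only wells and 100% = 3 µM delta7-dafachronic acid wells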
sPLA2-III inh – Inhibits HGIII-sPLA2 liposome hydrolysis, primary screen | QFRET BODIPY PC-A2 liposome hydrolysis, fluorescence | inhibition, % at 12.2 µM | 0.56% of 370,000 active;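 active = inhibition above mean plus 3 SD of compounds lying within the high and low control bounds, cut at about 19% in these data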;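 note: 0% = median of test compound wells and 100% = no enzyme DMSO wells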
Target sequence (Q9NZ20 whole entry, looked up): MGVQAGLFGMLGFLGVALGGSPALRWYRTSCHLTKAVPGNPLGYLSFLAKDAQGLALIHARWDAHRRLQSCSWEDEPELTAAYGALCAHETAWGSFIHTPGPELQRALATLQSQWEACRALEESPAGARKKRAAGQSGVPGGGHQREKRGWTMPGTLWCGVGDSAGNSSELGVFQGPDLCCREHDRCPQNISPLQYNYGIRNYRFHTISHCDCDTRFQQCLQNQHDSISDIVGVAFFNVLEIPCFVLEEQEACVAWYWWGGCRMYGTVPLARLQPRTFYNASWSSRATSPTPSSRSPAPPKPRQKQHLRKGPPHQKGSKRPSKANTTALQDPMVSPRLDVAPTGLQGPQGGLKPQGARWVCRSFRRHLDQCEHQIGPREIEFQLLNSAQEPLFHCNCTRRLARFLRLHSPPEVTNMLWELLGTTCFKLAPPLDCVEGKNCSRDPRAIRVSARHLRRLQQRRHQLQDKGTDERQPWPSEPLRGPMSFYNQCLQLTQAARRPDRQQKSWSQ
DAX1 inh-2 – inhibits human nuclear receptor DAX1 | inhibition, % at 6.75 µM | AID 504766 | 0.99% of 340,000 active | P51843 | HEK293 Gal4-DAX1 luciferase reporter, luminescence;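 active = inhibition above the mean over all tested compounds plus 3 SD, cut at about 4.2% in these data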;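 note: 0% = DAX1-transfected cells with DMSO and 100% = empty-vector control cells with DMSO; inhibition shows as a rise in luminescence from relieved DAX1 repression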
Target sequence (P51843 207-470 limits assumed): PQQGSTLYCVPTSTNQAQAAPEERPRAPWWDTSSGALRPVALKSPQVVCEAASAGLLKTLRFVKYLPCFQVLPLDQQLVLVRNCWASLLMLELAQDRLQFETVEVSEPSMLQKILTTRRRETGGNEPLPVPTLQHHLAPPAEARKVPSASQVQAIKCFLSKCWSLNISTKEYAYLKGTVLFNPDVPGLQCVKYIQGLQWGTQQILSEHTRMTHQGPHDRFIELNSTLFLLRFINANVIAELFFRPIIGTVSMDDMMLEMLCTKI
ADAM10 inh – inhibits human ADAM10. recombinant ADAM10, EDANS/DABCYL FRET peptide cleavage, 3 h. AID 720582. inhibition, % at 7 µM. 0.62% of 370,000 active. O14672;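 active = inhibition above a per-campaign cutoff equal to the mean of compounds falling between control-based bounds plus 3 SD, cut at about 20% in these data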;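 note: 0% = DMSO wells while the 100% control is not disclosed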
GC-A act – GC-A (human) enzyme activation; activation, % at 10 µM; HEK293 GC-A cells, cGMP TR-FRET, EC30 ANP; 0% at EC30 ANP, 100% saturating ANP; 0.14% of 370,000 active; AID 1671463; P16066; in the data active = activation above about 40%
Starred values were filed as active, the others as inactive; . = not tested or not shown. Hits appear at their usual frequency (roughly 6.6% active in at least one column).

SMILES	DAX1 inh-1	GC-B act	GAA850 FXN act	SMARCA2 activ	hcDAF12 agonist	hgDAF12 agonist	ssDAF12 agonist	sPLA2-III inh	DAX1 inh-2	ADAM10 inh	GC-A act
OC(c1ccc(Cl)c(F)c1)c1ncc(-c2ccc(Cl)cc2)[nH]1 (configuration not stated)	-0.5	1	-1.4	-6	-1.4	4.8	-0.7	-13	.	20*	0
Cc1cc(=O)[nH]c(SCC(=O)c2ccc(C(C)C)cc2)n1	0.0	-5	1.1	4	0.6	3.1	-0.6	-28	0.8	4	3
COC(=O)c1cc(Nc2cc(C)c3c(O)cccc3n2)cc(C(=O)OC)c1	-1.4	-2	-1.6	2	-1.7	-1.4	-1.6	-16	2.5	-3	0
CC(O)(c1ccccc1)c1nc(-c2ccccc2)cs1 (configuration not stated)	-1.6	-2	2.5	-4	0.9	4.8	-1.2	-19	.	11	1
CC(=O)N1CCc2cc(S(=O)(=O)CCC(=O)NCc3ccc4c(c3)OCO4)ccc21	-1.1	0	-2.2	0	-3.5	-1.1	-0.8	2	-0.8	0	-2
COc1c2ccoc2c(OC(C)=O)c2oc(C)cc(=O)c12	-0.2	0	-0.1	-2	-0.9	1.6	-0.5	10	-1.2	3	11
CC1CN(C(=O)CCC(=O)NCCCN2CCN(Cc3ccccc3)CC2)c2cc(Cl)ccc2O1 (configuration not stated)	-0.1	-14	-0.1	-1	0.1	-0.7	-1.1	-8	0.2	5	-22
COc1ccccc1-c1csc(C(O)c2ccc(F)c(F)c2)n1 (configuration not stated)	0.3	0	-0.1	-5	-1.3	1.1	-0.7	-16	.	9	-1
CC(=O)Nc1cccc(NC(=O)CS(=O)(=O)c2cn(CC(=O)N(C(C)C)C(C)C)c3ccccc23)c1	2.1	3	1.2	-1	-1.4	1.1	-0.7	6	0.0	-9	3
Cc1nc2c(C(=O)N3CCCCC3)cnn2c(C)c1Cc1ccccc1F	2.7	6	3.2	5	3.2	8.1	0.0	-3	1.1	-203	9
CC(=O)c1ccccc1NC(=O)COC(=O)CCC1CCCC1	-0.2	1	-0.6	-2	1.7	1.9	-0.3	9	0.3	-10	3
CCOc1ccc(C(=O)Nc2cc(S(=O)(=O)Nc3ccccc3Cl)ccc2N2CCOCC2)cc1	-0.4	0	0.9	-1	-2.4	-1.2	-1.0	5	-1.1	-11	-4
CC1CC(C)CN(C(=O)c2ccc(N3CC4CC(C3)c3cccc(=O)n3C4)c([N+](=O)[O-])c2)C1 (configuration not stated)	1.0	3	0.7	0	0.2	-2.0	-1.4	-3	0.8	-4	2
CCOC(=O)CSc1[nH]c2cc(OC)ccc2c1[N+](=O)[O-]	-1.7	-2	0.7	1	-1.2	-3.2	-1.6	7	0.9	-60	-4
CC(=O)C1=NOC(CNc2ncc(C(F)(F)F)cc2Cl)C1 (configuration not stated)	1.1	3	1.0	3	0.1	3.2	-0.7	4	1.0	-5	5
COc1ccc(CN2CCC(C)(Oc3cccc(F)c3)C2)c2ccccc12 (configuration not stated)	-1.1	-2	3.0	-2	-1.7	1.9	-1.3	8	.	-8	-7
O=C(N[C@@H]1C/C=C\C[C@H](CC(=O)N(CCO)Cc2ccccc2)C(=O)N[C@@H](Cc2c[nH]c3ccccc23)COC1=O)OCC1c2ccccc2-c2ccccc21	0.1	-1	-1.8	-3	-1.1	-3.1	-0.5	-35	1.0	-1	2
CCN(CC)S(=O)(=O)c1cccc(C(=O)N[C@H](C(=O)Nc2nc3ccc(F)cc3s2)C(C)C)c1	-0.9	-7	1.8	0	-5.3	8.2	-0.9	-1	0.2	0	29
COc1ccc(NC(=O)CNc2cccc(S(=O)(=O)N3CCCCCC3)c2)c([N+](=O)[O-])c1	-2.5	1	1.5	-3	-3.0	-1.9	-1.6	-9	0.1	3	-1
Cc1cc2nn(-c3ccccc3)nc2cc1NC(=O)c1cccs1	0.0	-5	2.2	1	1.0	4.5	-1.3	3	0.8	-3	24
Cc1ccc(C)c(NC(=O)CCc2c(C)nn(-c3ccc(N4CCCCC4)nn3)c2C)c1	-0.7	7	-1.8	0	-0.9	-0.1	-1.3	-7	-0.6	-5	3
CCOC(=O)C1CCN(C(=O)c2ccccc2NC(=O)c2ccc(Cl)cc2)CC1	-0.2	1	-0.7	-3	-0.8	-3.4	-0.7	2	-0.2	0	0
CC1CCCCN1C(=O)Cn1nnc(-c2cccnc2)n1 (configuration not stated)	-0.1	2	1.0	0	0.1	-0.8	-1.4	-5	-0.7	-6	2
O=S1(=O)CC(N2CCC(Cc3ccccc3)CC2)CN1CCc1ccccc1 (configuration not stated)	-0.4	0	.	-2	0.3	-1.1	-1.4	-9	.	-1	-1
Cn1cnnc1SCC(=O)c1ccc2c(c1)OCO2	0.1	1	-1.9	-1	-0.9	0.5	-1.3	3	1.2	-1	-1
CCCCN(C)c1c(C)nc2ccc(C(=O)N(C)CCN(C)C)cn12	-1.0	0	-1.9	-1	-0.7	3.5	-0.3	7	.	-14	2
CCOc1ccccc1NC(=O)/C=C/c1ccc(S(=O)(=O)N2CCOCC2)cc1	-1.1	1	0.6	-2	-0.4	-0.9	0.1	-2	-1.4	1	0
CCCN(CC1CC1)C(=O)CSc1ncnc2sc(C)c(C)c12	-1.0	-4	-0.5	-4	-2.5	-2.0	-1.9	-8	-0.9	-6	1
Cc1cn([C@H]2C[C@H](O)[C@@H](CNC(=O)[C@H]3CCC(=O)N3)O2)c(=O)[nH]c1=O	0.2	-1	-0.5	-2	-1.0	0.4	-0.9	4	-0.2	-13	3
COc1ccc(C(C)=O)cc1Cn1c(C)c(C(=O)NCCC#N)sc1=O	0.1	-5	0.7	1	0.1	-1.5	-1.9	14	.	-15	2
Cc1cc(C(F)F)n2nc(C(=O)Nc3sc4c(c3C#N)CCC(C)C4)nc2n1 (configuration not stated)	0.4	-9	-0.1	7	-2.0	0.3	-1.1	-20	0.0	3	0
C=CCN1C(=O)c2ccc(C(=O)N(CCOC)c3c(N)n(CCCC)c(=O)[nH]c3=O)cc2C1=O	-0.5	-5	0.9	-2	0.6	1.6	-0.9	5	-0.5	-9	1
CC1=C(C(=O)N(C(C)C)C(C)C)CC(CC(=O)NCC2CCCCC2)C(=O)N1Cc1ccc(C(C)(C)C)cc1 (configuration not stated)	-1.3	5	.	-7	-0.1	-2.4	-0.7	-15	.	17	1
CN(C)S(=O)(=O)c1cccc(NC(=O)CN2C(=O)NC(Cc3ccccc3)C2=O)c1 (configuration not stated)	0.3	-7	0.7	-2	0.0	0.1	-1.2	-11	0.6	-5	2
O=S(=O)(c1ccc(Br)cc1)N1CCC(c2nc3ccccc3[nH]2)CC1	-0.3	5	-1.9	-4	-2.2	-3.4	-1.3	-6	-1.9	2	-6
CCN1CCN(C(=O)CCNC(=O)Cn2cnc3ccccc3c2=O)CC1	0.3	2	1.8	-3	-1.1	0.0	-0.6	8	-0.2	-16	0
Cc1cccc(C(=O)OCC(=O)NCc2ccco2)c1	0.4	0	1.2	-2	-0.9	3.3	-0.9	12	0.0	-13	-1
Cc1onc(-c2ccccc2)c1C(=O)Nc1cccc(C#N)c1	-1.5	-1	-0.3	0	2.0	11*	-1.5	-1	1.6	-55	-4
COc1cc(C=Cc2nnc3c4ccccc4cnn23)cc(OC)c1OC	-0.8	0	1.1	-1	-1.7	-1.4	-1.1	-2	-0.9	-10	5
O=C(COc1ccccc1)Nc1cccc(-c2nc3ccccc3[nH]2)c1	0.3	12	3.2	9.2*	-1.9	0.1	-0.8	-18	0.0	0	10
Cc1ccc(C)c(NC(=O)CSc2c(C)n[nH]c2C)c1	-0.3	0	-0.6	-2	-1.5	-1.3	-1.7	-2	-1.2	3	1
O=C(NNC(=O)c1ccccc1Br)c1ccc(Cl)cc1	0.4	5	1.7	0	-3.2	0.3	-1.1	-2	0.6	-8	1
COc1cc(S(=O)(=O)N(Cc2cccnc2)Cc2cccc(OC)c2OC)ccc1-n1cnnn1	-0.5	-6	0.2	-2	-1.2	-0.5	-1.3	-2	0.5	-6	-1
CC(=O)Nc1cccc(NC(=O)CSc2nc(C)c(C)c(C)c2C#N)c1	-1.4	8	-9.1	-6	-4.1	-8.1	-1.9	-7	-0.8	2	4
CCOC(=O)C1(CCCc2ccccc2)CCN(C(=O)CSC)CC1	0.0	-1	0.4	-3	-3.4	-3.2	-1.9	-3	-0.4	2	-8
